proCasp7 act: activates human procaspase-7, counter-screen for procaspase-3 activators. AID 463210. P55210. activation, % at 8.5 µM. actives 0.093% (n = 330,000). recombinant procaspase-7, Ac-DEVD-pNA absorbance 405 nm; D23A/D198A/D206A triple mutant, cannot self-cleave; scale: DMSO 0, 5 µM enzyme 100;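 active means percent activation above the screen-wide mean plus 3 SD, cut at about 25% in these data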
Target sequence (P55210 whole entry D23A/D198A/D206A): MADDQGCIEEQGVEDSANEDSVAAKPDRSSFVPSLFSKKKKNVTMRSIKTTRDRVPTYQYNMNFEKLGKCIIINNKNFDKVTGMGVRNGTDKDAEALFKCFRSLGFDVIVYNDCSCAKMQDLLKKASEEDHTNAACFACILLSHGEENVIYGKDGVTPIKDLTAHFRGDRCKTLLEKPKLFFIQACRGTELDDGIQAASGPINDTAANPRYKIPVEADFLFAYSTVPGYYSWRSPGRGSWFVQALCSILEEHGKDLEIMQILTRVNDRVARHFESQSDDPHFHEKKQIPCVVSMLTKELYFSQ
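Assay system: Uncleavable procaspase-7 mutant enzyme | Input: 2 µM procaspase-7 mutant as dispensed | Timing: 1 h compound preincubation, 2 h substrate cleavage, 25 °C | Repeats: One well per compound | Control set: DMSO wells as 0%, DMSO with 5 µM added PC-7 as 100% | Technique: Epi-absorbance of released pNA at 405 nm, two timepoints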
AGP1 TOR yeast: alters AGP1-GFP fluorescence in TOR pathway yeast screen | actives 0.02% (n = 320,000) | GFP response vs DMSO, % at 10 µM | S. cerevisiae AGP1-GFP multiplex flow cytometry, 3 h; GFP as percent of DMSO wells;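 active means GFP response relative to DMSO above a set limit, near screen average plus 3 SD, cut at about 150% in these data; inconclusive means fewer than 70 cells counted for the yeast strain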;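 further: median GFP channel fluorescence of the gated AGP1 strain per well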
AHR activator: activates the human aryl hydrocarbon receptor; AID 2796; activation, % at 5 µM; AHR-responsive luciferase reporter cells, luminescence; P35869; actives 2.5% (n = 320,000); in the data active means activation above about 47%;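 further: 0% = vehicle wells and 100% = reference agonist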
MEP2 TOR yeast: yeast TOR pathway MEP2-GFP modulation; S. cerevisiae MEP2-GFP strain, flow cytometry GFP, 3 h; 100% = DMSO control level; AID 2016; GFP response vs DMSO, % at 10 µM; actives 0.51% (n = 330,000);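 active means GFP response versus DMSO above a set limit, roughly screen mean plus 3 SD, cut at about 180% in these data; inconclusive means fewer than 70 cells counted for a yeast strain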;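 further: median GFP fluorescence of the barcode-gated MEP2-GFP cells per well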
procasp3 activ: activators of human procaspase-3; P42574; recombinant procaspase-3 D3A, Ac-DEVD-pNA absorbance 405 nm; activation, % at 8.5 µM; actives 0.11% (n = 330,000);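 active means activation above the mean of all tested compounds plus 3 SD, cut at about 21% in these data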;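 further: 0% = DMSO alone and 100% = DMSO wells spiked with extra 5 µM PC-3 D3A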
Target sequence (P42574 whole entry D9A/D28A/D175A): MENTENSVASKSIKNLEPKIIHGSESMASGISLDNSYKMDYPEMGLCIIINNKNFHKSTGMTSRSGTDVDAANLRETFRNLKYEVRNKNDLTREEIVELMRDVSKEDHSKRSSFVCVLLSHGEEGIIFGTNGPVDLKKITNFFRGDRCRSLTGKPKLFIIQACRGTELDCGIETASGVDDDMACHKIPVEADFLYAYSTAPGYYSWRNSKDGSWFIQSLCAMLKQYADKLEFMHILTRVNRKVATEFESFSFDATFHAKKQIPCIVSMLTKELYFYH
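material = Procaspase-3 D3A mutant | probe or stimulus = Ac-DEVD-pNA | compound = single dose, 8.5 µM nominal compound, 0.8% DMSO | timing = 1 h preincubation, 2 h reaction | measured by = 405 nm absorbance of p-nitroaniline, reads at 0 and 120 min | benchmarks = DMSO-only low control, 5 µM PC-3 D3A high control | repeats = singlicate, each compound tested once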
CIT2 TOR yeast: alters CIT2-GFP fluorescence in TOR pathway yeast screen | S. cerevisiae CIT2-GFP strain, flow cytometry, 3 h; 100 means same as DMSO wells | AID 2029 | actives 0.065% (n = 320,000) | GFP response vs DMSO, % at 10 µM;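 active means GFP response relative to DMSO above a set limit, near the screen mean plus 3 SD, cut at about 150% in these data; inconclusive means Fewer than 70 cells measured for a yeast strain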;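 further: ratio of well median GFP fluorescence to mean of DMSO wells on the plate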
LAP4-GFP MLPCN: alters LAP4-GFP fluorescence in TOR pathway yeast screen. actives 0.34% (n = 320,000). S. cerevisiae LAP4-GFP multiplex, flow cytometry GFP, 3 h; median GFP as percent of DMSO wells. GFP response vs DMSO, % at 10 µM. AID 2023;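 active means GFP response vs DMSO above a set limit, about the screen mean plus 3 SD, cut at about 150% in these data; inconclusive means under 70 cell events counted for the yeast strain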
RPL19A-GFP yeast: alters RPL19A-GFP fluorescence in TOR pathway yeast screen; percent response vs DMSO, % at 10 µM; AID 2025; actives 0.3% (n = 330,000); S. cerevisiae RPL19A-GFP strain, flow cytometry, 3 h; active compounds read low;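 active means percent response vs DMSO below 50%; inconclusive means fewer than 70 events counted for the yeast strain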;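 further: median channel GFP fluorescence of the barcoded RPL19A-GFP strain; ratio of sample median GFP to plate DMSO average so 100% = DMSO; lower means less RPL19A-GFP as with rapamycin TOR inhibition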
Starred values were filed as active, the others as inactive; ? = inconclusive; nt = not tested or not shown; [ ] = another dose, or the depositor's remark.

SMILES	proCasp7 act	AGP1 TOR yeast	AHR activator	MEP2 TOR yeast	procasp3 activ	CIT2 TOR yeast	LAP4-GFP MLPCN	RPL19A-GFP yeast
CC(=O)NC(CC(=O)NCCc1ccccc1)c1ccccc1 (configuration not stated)	nt	93	nt	110	nt	92	89	103
Cn1c(CNc2ccccc2)nc2ccccc21	-2	98	65*	102	10	93	100	97
CC(=O)c1ccc(OCC(O)CN2C(C)CCCC2C)cc1 (configuration not stated)	12	94	0	99	-4	106	92	99
O=C(CN1CCCC1)Nc1ccc2c(c1)CCC2	10	92	3	94	-2	97	92	99
O=C(NC1CCC1)C1CCC(=O)N(Cc2cccc(F)c2)C1 (configuration not stated)	nt	102	nt	100	nt	99	74	112
Cc1cc(N2CCN(C)CC2)ccc1NC(=O)c1cccc(S(=O)(=O)N2CCc3ccccc3C2)c1	11	103	3	95	1	97	100	97
CC(=O)N1CCc2cc(S(=O)(=O)N3CCc4ccccc4C3)ccc21	0	89	1	92	7	95	83	91
O=C1C2Sc3[nH]c(=O)sc3C(c3ccccc3)C2C(=O)N1c1ccc(Cl)cc1 (configuration not stated)	9	90	3	100	2	93	99	96
CCOC(=O)c1c(C)n(S(=O)(=O)c2ccc(C)cc2)c2ccc(O)c(C(=O)O)c12	8	101	0	108	3	101	92	101
CC(C)(C)C(=O)Nc1nnc(SCC(=O)NC2CCCCC2)s1	-1	97	-1	107	8	96	92	105
Cc1nc(SCc2ccccc2)c(C(F)(F)F)c(=O)[nH]1	0	92	4	91	1	93	93	98
COc1ccc(-c2nc(CS(=O)CC(=O)NCCCN3CCCC(C)C3)c(C)o2)cc1OC (configuration not stated)	4	99	-2	103	1	98	93	95
O=C(Nc1cc2c3c(c1)CC(=O)N3CCC2)c1ccc(F)cc1	5	115	47*	106	13	112	102	108
O=c1c2ccccc2nc(-c2ccccc2)n1/N=C/c1ccc([N+](=O)[O-])cc1	3	106	11	106	-1	102	98	110
O=C(COc1ncnc2cc([N+](=O)[O-])ccc12)NCc1ccc2c(c1)OCO2	10	107	2	105	3	109	97	99
CCc1ccc2c(CC(=O)Nc3cccc(S(=O)(=O)N4CCOCC4)c3)coc2c1	10	113	3	113	-3	106	109	101
CCC1C(=O)N=C(SCC(=O)Nc2ccc(Br)cn2)NC1=O (configuration not stated)	17	105	1	108	5	107	88	105
Cn1cc(C(=O)NCc2cccs2)c(=O)c2cc(S(=O)(=O)N3CCCC3)ccc21	1	105	1	101	-1	102	109	105
COc1cccc(-c2nn(-c3ccc(C)cc3)cc2C(=O)N2CCc3cc(OC)c(OC)cc3C2)c1	-2	103	7	100	8	87	105	95
Nc1cccc(Oc2ccc([N+](=O)[O-])cc2)c1	13	100	2	96	5	96	99	96
COc1ccccc1C1CCN(Cc2ccccc2Cl)CC1	1	98	-1	104	1	103	93	105
Oc1ccc(/C=N/Nc2ccnc3cc(Cl)ccc23)cc1O	13	97	5	100	8	90	103	97
COc1ccc2nc(SCC(=O)NC3CCCC3)c(C)cc2c1	2	96	4	105	5	94	109	105
CN(C)C(CNC(=S)Nc1ccc(Cl)cc1)c1cccnc1 (configuration not stated)	-7	95[may fluoresce red]	9	94[may fluoresce red]	9	96[may fluoresce red]	?	?
O=C(NCc1ccccc1)C(=O)NCC(c1ccco1)N1CCOCC1 (configuration not stated)	-4	102	-1	99	-2	100	91	99
Cc1oc(C(C)(C)C)cc1C(=O)NC1CCN(Cc2ccccc2)CC1	12	108	4	103	-1	105	105	100
CCCc1c(O)c2ccccc2[nH]c1=O	0	82	0	83	-1	90	78	86
COc1ccc(S(=O)(=O)Nc2ccccc2-c2nc3ccccc3[nH]c2=O)cc1	9	107	0	99	5	102	95	102
COc1cc2[nH]c(C(=O)N(C)C3CCS(=O)(=O)C3)cc2c(OC)c1OC (configuration not stated)	-7	97	1	98	6	104	93	96
Cc1ccc2c(c1)C1CN(C)CCC1N2C(=S)NC(=O)c1ccc(Cl)cc1Cl (configuration not stated)	-7	103	5	98	-1	99	104	98
CCOc1ccc(NC(=O)N(C2CCCC2)C2CCN(C(C)=O)CC2)cc1	8	94	1	90	8	93	95	92
O=C(NCC(=O)N(Cc1ccc(F)cc1)C(C(=O)NC1CCCC1)c1ccco1)c1ccco1 (configuration not stated)	4	100	1	97	1	97	98	99
CS(=O)(=O)N(Cc1ccc(C(=O)NN=C2CCCCCC2)cc1)c1ccccc1	-4	104	9	95	-3	100	95	100
CC(O)CNc1cnccn1 (configuration not stated)	-13	87	0	90	8	91	62	95
COc1ccc(-n2nc(C(=O)NCC(=O)N3CCN(c4ccccc4)CC3)c3ccccc3c2=O)cc1OC	4	100	1	107	-2	100	106	99
Clc1ccccc1C(c1ccccc1)(c1ccccc1)n1ccnc1	-1	90	10	94	1	99	102	97
Cc1cc(OCC(=O)NCC2CCC(C(=O)O)CC2)c2c(C)cc(=O)oc2c1 (configuration not stated)	3	99	0	104	8	99	101	95
CC(C)(C)c1nnc(SCC(=O)c2ccccc2)n(N)c1=O	-21	93	18	99	-19	89	100	101
CC1CCN(S(=O)(=O)c2ccc3c(c2)N(CC(=O)NCCCN2CCCCC2)C(=O)CS3)CC1	-7	115	-1	107	-2	106	110	107
COc1cccc(Nc2ccc(-n3ccnc3)nn2)c1	5	105	81*	101	6	93	102	100
O=c1cc(CSc2ccccn2)c2ccccc2[nH]1	-6	106	28	105	-1	111	99	98
Cc1ccc(SCc2cc(=O)[nH]c(N3CCOCC3)n2)cc1	2	106	3	97	3	114	101	101
COc1cc(C#Cc2c(-c3cncn3C)n(C)c3ccc(-c4cnc(OC)nc4)cc23)cc(OC)c1	-7	69	51*	95	-7	72	120	83
CN(NC1CC(=O)N(c2ccccc2)C1=O)c1ccccc1 (configuration not stated)	-8	93	5	93	-10	99	99	95
CCOC(=O)c1csc(NC(C)=O)n1	3	124	0	108	5	108	111	116
COC(=O)Cn1c(CN(C)Cc2ccccc2)nc2c1c(=O)n(C)c(=O)n2C	0	91	7	96	-1	95	84	95
Cc1cc(C)n(C2CC(=O)N(c3ccc(Cl)c(Cl)c3)C2=O)n1 (configuration not stated)	-2	112	0	107	-9	102	123	106
CN1C(=O)C(C)(C)c2cc(S(=O)(=O)N3CCCC(C(=O)Nc4ccc(Cl)cc4)C3)ccc21 (configuration not stated)	-4	108	0	106	5	107	106	100
CSc1ccc(CNC(C)(C)CO)cc1	4	99	1	97	-2	104	103	106
Cc1ccc(N2C(=O)C3C4C=CC(CNC(=S)N5CCN(c6cccc(C)c6)C(C)C5)(O4)C3C2=O)cc1 (configuration not stated)	-35	114	-1	108	-32	107	104	105
(more compounds)
SMILES	proCasp7 act	AGP1 TOR yeast	AHR activator	MEP2 TOR yeast	procasp3 activ	CIT2 TOR yeast	LAP4-GFP MLPCN	RPL19A-GFP yeast
CN(Cc1cccnc1)C(=O)c1ccc2nc(Cc3ccccc3F)oc2c1	1	100	18	91	4	101	92	96
CCOC(=O)c1ccc2c(c1)nc(COc1ccc3ccccc3c1)n2CC	11	95	1	102	6	94	103	93
COC(=O)c1ccccc1NC(=O)N1c2ccccc2Sc2ccccc21	3	96	1	100	1	99	93	102
CCCCNC(=S)N(CCO)Cc1cc2cc3c(cc2[nH]c1=O)OCCO3	-12	104	15	99	1	109	94	105
CCOC(=O)N1CCN(C(=O)Cn2ccc3ccccc3c2=O)CC1	8	98	3	99	6	96	93	95
CCOC(=O)c1c(C)[nH]c(C)c1S(=O)(=O)NC(C)Cc1ccco1 (configuration not stated)	8	101	3	98	-3	99	95	101
Cc1ccccc1C(=O)NC1CCN(C(=O)NC2CCCCC2)CC1	-1	93	3	100	4	92	93	95
O=C(CN1C(=O)c2ccccc2C1=O)N1CCN(C(=O)c2ccco2)CC1	-6	99	-2	106	2	104	105	101
CCCCCC(=O)c1c(C)[nH]c(C(=O)OCC)c1C	5	99	6	90	2	97	87	106
COc1cccc(N2C(=O)CN(Cc3ccccc3)C2=S)c1	-22	93	2	97	-2	92	101	100

Pulled by structure from the list above:
SMILES	proCasp7 act	AGP1 TOR yeast	AHR activator	MEP2 TOR yeast	procasp3 activ	CIT2 TOR yeast	LAP4-GFP MLPCN	RPL19A-GFP yeast
COc1ccc2nc(SCC(=O)NC3CCCC3)c(C)cc2c1	2	96	4	105	5	94	109	105
CCc1ccc2c(CC(=O)Nc3cccc(S(=O)(=O)N4CCOCC4)c3)coc2c1	10	113	3	113	-3	106	109	101
Cc1ccc2c(c1)C1CN(C)CCC1N2C(=S)NC(=O)c1ccc(Cl)cc1Cl (configuration not stated)	-7	103	5	98	-1	99	104	98

Next part
SMILES	proCasp7 act	AGP1 TOR yeast	AHR activator	MEP2 TOR yeast	procasp3 activ	CIT2 TOR yeast	LAP4-GFP MLPCN	RPL19A-GFP yeast
O=C(O)c1ccccc1C(=O)NNc1cccc(Cl)n1	4	97	35	96	8	100	100	100
COc1cc(/C=C2/NC(=O)NC2=O)cc(Br)c1OCc1ccc(C(=O)O)cc1	-2	117	0	98	5	111	102	99
Cc1nn2c(N)c(-c3ccccc3)cnc2c1-c1ccccc1	-10	102	-7	99	2	98	101	97
NC(=O)c1nsc(C(=O)N(c2ccc3c(c2)OCCO3)C(C(=O)NCC2CCCO2)c2ccc(F)cc2)c1N (configuration not stated)	3	96	2	103	-7	106	88	104
Cc1ccc(-c2nnc(COC(=O)c3cccs3)o2)cc1	0	99	1	117	-1	116	112	105
Cc1ccc(OCC(=O)N(Cc2nnc(-c3ccccc3Cl)o2)C2CC2)cc1C	-4	91	14	92	3	85	93	88
CNC(=S)N1CCN=C1Nc1nc(C)cc(C)n1	15	101	5	96	2	95	99	97
CC(/C=N/NC(=O)c1ccncc1)=C\c1ccccc1	9	103	3	107	-1	99	103	98
CN(Cc1ccccc1F)C(=O)COc1ccc(C(=O)c2ccccc2)cc1	-3	84	0	93	-6	80	91	92
O=C(CC1SC(=Nc2ccccc2)N(CCCCO)C1=O)NCc1ccccc1 (configuration not stated)	3	108	1	109	10	103	105	103
CC(=Nc1ccccc1)C1=C(O)CCCC1=O	-18	99	-2	99	6	97	91	96
O=C(/C=C/c1ccccc1)NC(=S)Nc1ccc(N2CCOCC2)c(Cl)c1	7	97	2	99	-4	95	97	104
COc1cc2c(cc1OC)C(c1ccc(Br)cc1)NC(=O)C2 (configuration not stated)	nt	98	nt	107	nt	104	99	98
COc1ccc(-c2cc(C(=O)N3CC4(C)CC3CC(C)(C)C4)no2)cc1OC (configuration not stated)	-1	84	3	103	5	95	98	94
CSCCC(NC(=O)c1ccoc1C)C(=O)O (configuration not stated)	8	103	1	102	-4	104	100	104
COc1ccc(N2CC(C(=O)N[C@@H](C)C(=O)NC3CCCCC3)CC2=O)cc1 (some centres not stated)	8	97	1	98	1	97	88	96
COc1ccccc1N(CC(=O)NC(C)(C)C)C(=O)Cn1nnc(-c2ccc(C)o2)n1	2	99	0	100	-4	101	97	95
CC1(C)CC(=O)C(/C=N/n2cnc3ccccc3c2=O)=C(O)C1	-8	98	2	96	5	94	98	100
Nc1ccc2nc(CCCCCCCCc3nc4ccc(N)cc4[nH]3)[nH]c2c1	3	96	1	96	3	96	95	96

Source: PubChem BioAssay
